AGP1 TOR yeast: alters AGP1-GFP fluorescence in TOR pathway yeast screen; S. cerevisiae AGP1-GFP multiplex flow cytometry, 3 h; GFP as percent of DMSO wells; GFP response vs DMSO, % at 10 µM; 320,000 compounds, 0.02% hits;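 active = GFP response relative to DMSO above a set limit, near screen average plus 3 SD, cut at about 150% in these data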;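 also: median GFP channel fluorescence of the gated AGP1 strain per well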
MCL1 BIM primary: inhibitors of human MCL1 binding to BIM-BH3 peptide; Q07820; GST-MCL1 / FITC-Bim-BH3 fluorescence polarization; inhibition, % at 10.9 µM; 320,000 compounds, 0.68% hits; AID 2057;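 active = inhibition above the mean inhibition of all tested compounds plus 3 SD, set per campaign, cut at about 40% in these data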;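 also: 0% = DMSO wells and 100% = unlabeled Bim-BH3 peptide control; higher means more loss of mP so more displacement of Bim peptide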
GRK2 inh: inhibitors of human GRK2 displacing RNA aptamer; P25098; bead flow cytometry, FAM-aptamer displacement from GRK2; inhibition of aptamer binding, % at 10 µM; 330,000 compounds, 0.59% hits;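 active = inhibition of aptamer binding above 40%, roughly 3 SD of noise, on plates passing a quality check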;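 also: median bead fluorescence of bound FAM aptamer so fluorescent compounds give negative values; no value below 0 was filed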
MEX-5 binding: C. elegans MEX-5 TCR-2 RNA binding activity; Q9XUB2; MEX-5/FITC-TCR2 RNA binding, fluorescence polarization; stronger effect = lower value; activity score (negative = inhibition of binding), % at 10 µM; 300,000 compounds, 0.38% hits;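 active = inhibition past about -25% in most replicates, and total fluorescence under double the plate's negative control median, limit read from the data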;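 also: 0% = DMSO and -100% = 5 µM competing unlabeled TCR2 RNA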
Target sequence (Q9XUB2 whole entry, looked up): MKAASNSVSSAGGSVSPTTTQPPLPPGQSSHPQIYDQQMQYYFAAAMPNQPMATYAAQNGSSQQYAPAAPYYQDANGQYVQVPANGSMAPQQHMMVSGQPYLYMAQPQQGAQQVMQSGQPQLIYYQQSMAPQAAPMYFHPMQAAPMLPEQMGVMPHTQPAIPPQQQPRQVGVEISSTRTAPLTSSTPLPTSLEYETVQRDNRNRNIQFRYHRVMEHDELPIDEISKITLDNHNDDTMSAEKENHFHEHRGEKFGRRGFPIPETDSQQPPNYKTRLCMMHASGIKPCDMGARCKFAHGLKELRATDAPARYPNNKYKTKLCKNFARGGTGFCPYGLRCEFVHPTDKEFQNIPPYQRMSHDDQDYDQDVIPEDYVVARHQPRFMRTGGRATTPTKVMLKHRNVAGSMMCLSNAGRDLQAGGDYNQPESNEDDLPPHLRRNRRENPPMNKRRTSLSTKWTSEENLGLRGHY
CIT2-GFP yeast: yeast TOR pathway CIT2-GFP modulation | S. cerevisiae CIT2-GFP strain, flow cytometry, 3 h; 100 means same as DMSO wells | GFP response vs DMSO, % at 10 µM | 320,000 compounds, 0.065% hits;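 active = GFP response relative to DMSO above a set limit, near the screen mean plus 3 SD, cut at about 150% in these data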;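 also: ratio of well median GFP fluorescence to mean of DMSO wells on the plate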
VLA-4 inh: inhibition in a human VLA-4 binding assay. AID 2557. 330,000 compounds, 0.2% hits. inhibition, % (about 7 µM as worked out from the volumes in the protocol). VLA-4 expressing cells, ligand binding flow cytometry; in the data active = inhibition above about 50%
Fam108B counter: blocks mouse Fam108B hydrolase in RBBP9 counter-screen; recombinant Fam108B, FP-Rh probe fluorescence polarization; inhibition, % at 9.51 µM; 300,000 compounds, 0.33% hits; AID 1947;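 active = inhibition above the screen mean inhibition plus 3 SD, computed separately per campaign, cut at about 18% in these data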;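 also: inhibitors lower polarization as less probe binds the enzyme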
BCLXL inh: inhibitors of human Bcl-xL | AID 2129 | inhibition, % at 10.9 µM | GST-Bcl-xL / FITC-Bim BH3 peptide fluorescence polarization | Q07817 | 320,000 compounds, 0.7% hits;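 active = inhibition above the mean of all tested compounds plus 3 SD, cutoff set per campaign, cut at about 30% in these data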;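 also: 0% = DMSO wells and 100% = unlabeled Bim-BH3 peptide competitor; inhibitors lower millipolarization by displacing the labeled peptide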
GLD-1 RNA inh: GLD-1-TGE RNA interaction inhibition (C. elegans) | purified GLD-1 + fluorescein TGE RNA, fluorescence polarization | 320,000 compounds, 0.44% hits | Q17339 | AID 2280 | inhibition, % at 5.96 µM;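 active = percent inhibition above a per-plate cutoff, the plate mean of test compounds plus 3 SD, cut at about 30% in these data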;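 also: 0% = DMSO wells with GLD-1 and probe and 100% = wells lacking GLD-1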
Target sequence (Q17339 whole entry, looked up): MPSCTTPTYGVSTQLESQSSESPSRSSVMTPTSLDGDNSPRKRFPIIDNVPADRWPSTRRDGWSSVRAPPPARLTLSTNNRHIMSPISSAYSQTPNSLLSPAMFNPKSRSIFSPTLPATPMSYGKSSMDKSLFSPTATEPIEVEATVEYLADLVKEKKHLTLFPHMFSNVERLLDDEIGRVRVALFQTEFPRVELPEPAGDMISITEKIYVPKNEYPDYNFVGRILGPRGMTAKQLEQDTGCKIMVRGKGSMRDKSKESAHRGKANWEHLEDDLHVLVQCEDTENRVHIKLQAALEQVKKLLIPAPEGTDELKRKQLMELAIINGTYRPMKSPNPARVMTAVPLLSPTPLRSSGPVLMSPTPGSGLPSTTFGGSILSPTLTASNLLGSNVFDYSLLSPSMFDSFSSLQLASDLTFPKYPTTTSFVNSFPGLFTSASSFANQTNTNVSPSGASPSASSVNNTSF
Numbers without * were called inactive; nt = no result given.

Preview:
SMILES	AGP1 TOR yeast	MCL1 BIM primary	GRK2 inh	MEX-5 binding	CIT2-GFP yeast	VLA-4 inh	Fam108B counter	BCLXL inh	GLD-1 RNA inh
COc1ccc(CC(=O)NNC(=O)CCc2ccccc2)cc1	101	2	1	1.2	106	18	1	1	5
NCCNc1ccc([N+](=O)[O-])c(Sc2nc3ccccc3[nH]2)c1	88	7	0	-6.9	107	6	1	0	0
O=C(NCC(=O)N(c1cccnc1)C(C(=O)NC1CCCC1)c1ccccc1)c1ccco1 (centres undefined)	114	2	0	1.4	105	7	-5	4	2
CCC(C(=O)Nc1cccc(OC)c1)n1nc(C)c2c(C)n(-c3ccccc3)nc2c1=O (centres undefined)	107	2	1	-3.9	109	8	1	6	7
Cc1ccc(C(=O)N2CCN(c3cc(=O)[nH]nc3-c3ccccc3)CC2)cc1	nt	4	1	-1.8	93	4	0	5	-2
O=C1CSC(c2ccccc2F)N1 (centres undefined)	107	3	0	-1.6	101	13	-2	-1	8
Cc1cc(C)n2nc(SCc3ccccc3C(=O)O)nc2n1	103	2	0	-0.4	104	8	-5	4	-2
CCOc1ccc(C(=O)N2CCN(c3ccccc3)CC2)cc1OCC	97	-1	1	3.0	99	3	1	1	9
CNC(=O)c1nc(C)n(-c2cc(Cl)ccc2Cl)n1	112	8	0	2.6	112	-19	1	7	-1
C/C=C/c1ccc(OCC(O)CNCCc2ccc(OC)cc2)c(OC)c1 (centres undefined)	104	4	0	-0.5	100	9	0	4	1
Nc1c(N(CCO)C(=O)C2CCCC2)c(=O)[nH]c(=O)n1Cc1ccccc1	102	nt	4	nt	99	-1	nt	nt	3
CC(C)CN(C(=O)CCc1ccccc1)c1c(N)n(CC(C)C)c(=O)[nH]c1=O	95	-9	2	1.2	92	0	1	4	-8
O=C(O)c1ccc(N=NN2CCCCCC2)cc1	94	-14	1	1.1	101	-22	-3	-5	4
CC(NC(=O)C12CC3CC(C)(CC(C)(C3)C1)C2)c1ccncc1 (centres undefined)	104	3	0	-2.2	113	-2	2	2	-3
CCCC(NC(=O)c1c(C)noc1C)C12CC3CC(CC(C3)C1)C2 (centres undefined)	106	0	0	0.3	108	35	-3	-2	-3

The listing, from the start:
SMILES	AGP1 TOR yeast	MCL1 BIM primary	GRK2 inh	MEX-5 binding	CIT2-GFP yeast	VLA-4 inh	Fam108B counter	BCLXL inh	GLD-1 RNA inh
COc1ccc(CC(=O)NNC(=O)CCc2ccccc2)cc1	101	2	1	1.2	106	18	1	1	5
NCCNc1ccc([N+](=O)[O-])c(Sc2nc3ccccc3[nH]2)c1	88	7	0	-6.9	107	6	1	0	0
O=C(NCC(=O)N(c1cccnc1)C(C(=O)NC1CCCC1)c1ccccc1)c1ccco1 (centres undefined)	114	2	0	1.4	105	7	-5	4	2
CCC(C(=O)Nc1cccc(OC)c1)n1nc(C)c2c(C)n(-c3ccccc3)nc2c1=O (centres undefined)	107	2	1	-3.9	109	8	1	6	7
Cc1ccc(C(=O)N2CCN(c3cc(=O)[nH]nc3-c3ccccc3)CC2)cc1	nt	4	1	-1.8	93	4	0	5	-2
O=C1CSC(c2ccccc2F)N1 (centres undefined)	107	3	0	-1.6	101	13	-2	-1	8
Cc1cc(C)n2nc(SCc3ccccc3C(=O)O)nc2n1	103	2	0	-0.4	104	8	-5	4	-2
CCOc1ccc(C(=O)N2CCN(c3ccccc3)CC2)cc1OCC	97	-1	1	3.0	99	3	1	1	9
CNC(=O)c1nc(C)n(-c2cc(Cl)ccc2Cl)n1	112	8	0	2.6	112	-19	1	7	-1
C/C=C/c1ccc(OCC(O)CNCCc2ccc(OC)cc2)c(OC)c1 (centres undefined)	104	4	0	-0.5	100	9	0	4	1
Nc1c(N(CCO)C(=O)C2CCCC2)c(=O)[nH]c(=O)n1Cc1ccccc1	102	nt	4	nt	99	-1	nt	nt	3
CC(C)CN(C(=O)CCc1ccccc1)c1c(N)n(CC(C)C)c(=O)[nH]c1=O	95	-9	2	1.2	92	0	1	4	-8
O=C(O)c1ccc(N=NN2CCCCCC2)cc1	94	-14	1	1.1	101	-22	-3	-5	4
CC(NC(=O)C12CC3CC(C)(CC(C)(C3)C1)C2)c1ccncc1 (centres undefined)	104	3	0	-2.2	113	-2	2	2	-3
CCCC(NC(=O)c1c(C)noc1C)C12CC3CC(CC(C3)C1)C2 (centres undefined)	106	0	0	0.3	108	35	-3	-2	-3
CCOc1ccccc1NC(=O)COC(=O)CCOc1cc(C)ccc1C	108	-1	0	-0.6	111	0	2	0	2
O=C(Nc1ccccc1)c1ccc(NCC2CCCO2)c(S(=O)(=O)N2CCOCC2)c1 (centres undefined)	97	17	2	0.1	nt	13	2	2	2
Cc1ccc(NC(=O)CCC(=O)NNC(=O)/C=C/C(=O)O)c(C)c1	110	-4	0	-1.1	106	11	0	1	2
O=C(NCC1CC1)c1cc([N+](=O)[O-])cc([N+](=O)[O-])c1	103	6	2	-0.2	105	4	4	6	5
Nc1ccn([C@H]2CS[C@@H](CO)O2)c(=O)n1	113	4	1	nt	99	9	nt	1	-3
CCOC(=O)C1CCN(CC(C)(C)NS(=O)(=O)c2ccc(C)cc2)CC1	101	-2	2	0.5	99	10	2	-4	1
Cn1ncc2c1ncn1nc(COc3ccc4ccccc4c3)nc21	103	0	3	0.0	106	6	3	3	2
CC(=O)c1ccc(S(=O)(=O)Oc2ccc(C(=O)O)cc2Cl)cc1	116	nt	1	nt	113	0	nt	nt	5
CC1(C)CC2=C(CO1)C(=S)NC(c1ccccc1)N2CC1CCCO1 (centres undefined)	102	3	1	-2.1	84	7	0	5	2
COc1ccc(C2C3=C(CC(C)(C)CC3=O)Oc3ncn(CCO)c(=N)c32)cc1OC (centres undefined)	103	0	6	-0.1	101	9	0	-1	3
CC(=O)Nc1ccc(C(=O)CN2C(=O)NC3(CCCCCC3)C2=O)c(F)c1	99	nt	2	nt	100	1	nt	nt	5
Cc1ccccc1NC(=S)N1CCN(c2ccccc2Cl)CC1	98	19	2	-0.5	108	-9	-2	1	4
O=C(c1ccccc1F)N1CCN(Cc2cccc(Cl)c2)CC1	102	2	4	1.3	98	5	-2	7	6
CCOC(=O)C1CCCCN1Cc1cccc(OCc2ccccc2)c1 (centres undefined)	97	-8	2	4.1	98	8	0	-1	4
COC(=O)c1sccc1NC(=O)Nc1cc(C)cc(C)c1	84	nt	5	nt	104	-1	nt	nt	nt
COCCNC(=O)CCn1nc(-c2ccc(Cl)cc2)c2ccccc2c1=O	93	4	1	2.8	93	6	-2	4	5
Cc1cc(C(=O)CSc2ncn[nH]2)c(C)n1-c1cccc(S(=O)(=O)N2CCOCC2)c1	97	3	0	0.4	100	20	6	4	0
COc1cccc([C@@H]2Oc3ccc(OC)cc3C(=O)[C@H]2OC(=O)N[C@H](C)C2CCCCC2)c1	nt	2	nt	0.8	nt	nt	-4	3	-2
C/C(=N\NC(=O)c1cccc(S(=O)(=O)N2CCCC2)c1)c1ccccc1F	97	1	1	-1.6	95	0	3	-1	2
O=C(Nc1cccnc1)Nc1cccc([N+](=O)[O-])c1	109	2	2	-0.8	107	-2	-4	-2	6
CC(C)CNC(=O)c1ccccc1NC(=O)c1ccc(CN2CCOCC2)cc1	102	8	0	0.9	98	15	0	5	4
CC(C)CNC(=O)COc1cccc(C(=O)NCc2ccccc2)c1	101	7	1	1.1	105	8	5	6	-7
CCS(=O)(=O)c1ccc(N)cc1	91	1	0	-0.2	96	58*	-1	5	6
C[n+]1cccc(C(=O)Nc2ccccc2)c1	105	-17	0	-1.0	106	-2	-3	-9	-2
COCCn1c(-c2ccccc2)nc2oc3cc(OC)ccc3c(=O)c2c1=O	100	3	5	1.2	100	9	7	3	7

With a hit mark in VLA-4 inh (from the list above):
Molecule,AGP1 TOR yeast,MCL1 BIM primary,GRK2 inh,MEX-5 binding,CIT2-GFP yeast,VLA-4 inh,BCLXL inh,GLD-1 RNA inh
CCS(=O)(=O)c1ccc(N)cc1,91,1,0,-0.2,96,58*,5,6

Further results
SMILES	AGP1 TOR yeast	MCL1 BIM primary	GRK2 inh	MEX-5 binding	CIT2-GFP yeast	VLA-4 inh	Fam108B counter	BCLXL inh	GLD-1 RNA inh
CC(=O)Nc1cccc(C)c1	101	0	3	nt	86	9	nt	5	8
CCOc1cc(C2C(C(=O)OC)=C(C)N=C3SCCC(=O)N32)ccc1OC(C)=O (centres undefined)	nt	10	1	-0.7	101	5	1	8	7
C/C(=N\NC(=O)Cc1ccc(O)cc1)c1cccnc1	95	nt	0	-0.4	78	1	nt	nt	nt
CCCCN(CCCNC(=O)Cn1nc(CC)n2c(cc3sc(C)cc32)c1=O)Cc1ccccc1	100	-3	0	1.2	101	10	-2	8	4
COc1ccc(-n2c(COc3ccc(C)cc3)nnc2SCC(=O)O)cc1	99	-3	1	3.9	104	1	-3	1	4
COc1ccc(-n2nc(C(=O)Nc3cc(OC)c(OC)c(OC)c3)c3ccccc3c2=O)c(OC)c1	96	4	0	-0.9	103	0	4	5	7
CCOC(=O)N1CCN(C(=O)COc2ccc(Br)cc2Cl)CC1	104	7	2	-2.8	81	3	4	2	7
COc1ccc(CNC(=O)CSc2nnnn2C)cc1OC	105	6	0	1.2	97	10	5	8	6
CCCCn1c(N)c(N(CC)C(=O)c2ccc(N(C)S(=O)(=O)c3ccc(C)cc3)cc2)c(=O)[nH]c1=O	103	-6	5	-0.2	97	-5	-2	1	9
CCOC(=O)C(NC(=O)c1ccccc1)(OCc1ccccc1)C(F)(F)F (centres undefined)	109	9	4	-6.9	110	3	1	4	6
CCC(C)(C)NC(=O)C(NS(=O)(=O)c1cccs1)c1ccccc1 (centres undefined)	101	-4	0	1.0	104	-3	3	2	-11
O=c1[nH]ncc2c3ccccc3n(Cc3ccccc3)c12	111	3	1	1.9	115	17	3	1	0
CCc1nc2ccc(C)cc2c(C(=O)NC2CCCCC2C)c1C (centres undefined)	85	1	2	0.3	90	-16	1	2	5
O=C(NC1CCCCC1)C1CCC(=O)N(Cc2cccc(C(F)(F)F)c2)C1 (centres undefined)	90	-1	20	-1.7	97	8	4	1	-7
CCc1nnc(NC(=O)CCN2C(=O)CCC2=O)s1	99	-1	4	2.4	100	-7	-3	4	2
C=CCc1c(C)nn(CC(=O)O)c1-c1ccccc1	103	7	1	-0.9	110	-4	7	6	-2
O=C(NCCN1CCOCC1)c1cccc(S(=O)(=O)NCc2ccccc2)c1	108	5	0	2.5	101	-4	2	-1	-1
O=C(Cc1c[nH]c2ccccc12)NC1(C(=O)NC2CCCC2)CCCCC1	104	-6	3	2.6	98	-3	1	2	-5
COC(=O)N(NC(=O)C(O)(c1ccccc1)c1ccccc1)c1ccc(C)cc1	124	-3	2	-0.8	93	17	-4	2	3
CN(/C=C/C(=O)C(F)(F)F)Cc1ccccc1	101	4	1	-5.1	104	23	0	8	16
NC1=C(c2ccccc2)C(=O)NC1=O	96	-5	1	4.1	91	5	-4	4	-4

Assay outcomes as filed in PubChem.
